# High-throughput results as filed in PubChem BioAssay.
# core dimer inh – HCV core protein dimerization inhibition. TR-FRET GST/Flag-core106 dimerization, 1536-well. inhibition, % at 5 µM. hit rate 0.33% among 300,000. AID 1899;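 active = inhibition above the mean of all tested compounds plus 3 SD, set per screening campaign, cut at about 45% in these data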
#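 Assay system: tagged HCV core106 pair (GST and Flag); medium: KF-containing HEPES buffer, pH 7.45, DTT, CHAPS, BSA; also added: Eu donor and XL665 acceptor anti-tag antibodies; dosing: 5 µM single dose; timing: compound-protein-antibody incubation 4 h at 22.5 °C; signal: TR-FRET 671 and 617 nm emission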
# ZTA DNA inh – counter-screen for EBNA-1 inhibitors: inhibitors of Epstein-Barr virus ZTA; ZTA-DNA binding, fluorescence polarization; inhibition, % at 11 µM; hit rate 0.15% among 320,000; in the data active = inhibition above about 33%
# Target sequence (P03206 whole entry, looked up): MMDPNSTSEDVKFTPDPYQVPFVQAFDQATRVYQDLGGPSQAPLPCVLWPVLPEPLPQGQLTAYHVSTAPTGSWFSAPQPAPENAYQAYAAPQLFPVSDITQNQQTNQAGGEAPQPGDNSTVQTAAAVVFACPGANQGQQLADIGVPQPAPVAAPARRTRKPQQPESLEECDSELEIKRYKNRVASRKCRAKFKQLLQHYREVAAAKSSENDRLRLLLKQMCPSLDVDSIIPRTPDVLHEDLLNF
# EBNA-1 inhibitor – blocks EBNA-1 binding to DNA; EBNA-1 DNA binding, fluorescence polarization; AID 1950; hit rate 0.34% among 300,000; inhibition, % at 14.8 µM; in the data active = inhibition above about 28%
# PP5 inh – PP5 (human) phosphatase inhibition; purified PP5c, OMFP substrate fluorescence; P53041; hit rate 0.18% among 320,000; AID 1987; inhibition, % at 6.7 µM;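 active = inhibition above the campaign's mean inhibition across all tested compounds plus 3 SD, cut at about 9.5% in these data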;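 note: 0% = DMSO only and 100% = 100 µM cantharidin control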
# Target sequence (P53041 whole entry, looked up): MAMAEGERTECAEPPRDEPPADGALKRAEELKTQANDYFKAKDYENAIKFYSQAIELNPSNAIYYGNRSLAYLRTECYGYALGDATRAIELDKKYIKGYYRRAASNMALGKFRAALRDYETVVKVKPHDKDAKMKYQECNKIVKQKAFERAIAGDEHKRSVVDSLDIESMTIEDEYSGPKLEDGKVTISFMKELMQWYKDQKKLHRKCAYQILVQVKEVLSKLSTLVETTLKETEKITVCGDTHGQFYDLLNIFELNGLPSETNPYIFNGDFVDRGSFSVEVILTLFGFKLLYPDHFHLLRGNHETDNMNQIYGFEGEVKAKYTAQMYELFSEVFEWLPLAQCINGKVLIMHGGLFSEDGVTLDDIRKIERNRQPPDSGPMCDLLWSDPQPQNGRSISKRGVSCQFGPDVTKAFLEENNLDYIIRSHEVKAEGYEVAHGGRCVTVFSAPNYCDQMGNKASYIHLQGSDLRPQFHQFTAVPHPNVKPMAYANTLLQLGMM
# Fh CTSL1 inh – blocks F. hepatica cathepsin L1 in PFM18AAP counter-screen; hit rate 0.49% among 300,000; inhibition, % at 5.96 µM; AID 1906; recombinant F. hepatica cathepsin L1, Z-Leu-Arg-MCA fluorescence;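 active = inhibition above the mean of all tested compounds plus 3 SD, set per screening campaign, cut at about 17% in these data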;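 note: 0% = plate median of test compound wells and 100% = 1 µM Z-Phe-Ala-diazomethylketone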
# Efflux pump mplx – inhibitors of Candida antifungal efflux pumps expressed in yeast; AID 485275; S. cerevisiae Candida pump triplex, Nile Red efflux; inhibition, % at 10 µM; hit rate 0.44% among 330,000;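 active = plate passing quality check with inhibition over a set limit, or well fluorescence over plate mean plus 4 SD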;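 note: Nile Red retained in pooled yeast measured as flow cytometry median fluorescence; 0% = buffer negative control and 100% = Enniatin B positive control; higher means more Nile Red kept so more efflux inhibition; some compounds called inactive have numbers as strong as hits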
# PP1 counter – blocks human PP1-alpha phosphatase, a PP5 counter-screen. hit rate 0.9% among 320,000. purified PP1alpha, OMFP fluorescence. P62136. inhibition, % at 6.7 µM;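 active = inhibition above the mean inhibition of all tested compounds plus 3 SD, computed separately for each screening campaign, cut at about 15% in these data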
# Target sequence (P62136 whole entry, looked up): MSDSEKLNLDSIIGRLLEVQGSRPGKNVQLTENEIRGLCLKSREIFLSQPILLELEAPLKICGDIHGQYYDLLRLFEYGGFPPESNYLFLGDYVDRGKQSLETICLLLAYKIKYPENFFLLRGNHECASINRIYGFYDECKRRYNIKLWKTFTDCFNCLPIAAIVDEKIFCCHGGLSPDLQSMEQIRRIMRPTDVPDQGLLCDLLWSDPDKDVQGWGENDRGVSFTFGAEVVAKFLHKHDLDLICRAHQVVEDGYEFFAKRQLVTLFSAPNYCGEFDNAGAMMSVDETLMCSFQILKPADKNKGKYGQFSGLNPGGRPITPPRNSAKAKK
# TPT1 inhibitor – blocks Candida albicans tRNA 2'-phosphotransferase; inhibition, % at 5 µM; hit rate 0.81% among 300,000; recombinant caTPT1, FP RNA substrate dephosphorylation;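 active = inhibition above the mean of all tested compounds plus 3 SD, set per screening campaign, cut at about 24% in these data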;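 note: plate controls were DMSO alone for no effect and ferristatin control at 100 nM for full effect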
# PREPL inh – human PREPL enzyme inhibition; inhibition, % at 5.96 µM; AID 2751; recombinant PREPL, fluorescence polarization activity-based probe; hit rate 0.68% among 320,000; in the data active = inhibition above about 43%;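 note: 0% = enzyme with DMSO and 100% = wells lacking enzyme; many of its hits are not listed in these tables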
# * = called active by the depositor; nt = not tested or not shown. These rows are one share of the data; count on the stated rates, not on these rows.
SMILES,core dimer inh,ZTA DNA inh,EBNA-1 inhibitor,PP5 inh,Fh CTSL1 inh,Efflux pump mplx,PP1 counter,TPT1 inhibitor,PREPL inh
COc1cccc2oc3ccc(C#CC4(N)CCCCC4)cc3c(=O)c12,-10,-19,-6,2.0,-2,0.1,1,2,-49
Cc1cccc(Cc2nnc(CCC(=O)N(C)CCc3ccccc3)o2)c1,-3,2,4,4.1,-6,0.3,-1,1,14
CCc1cccc(CC)c1-n1c(SCn2nnc3ccccc3c2=O)nnc1-c1cccnc1,20,22,2,0.4,1,0.1,2,-1,3
COc1ccc(CNC(=O)CS(=O)Cc2nc(-c3ccc(C)cc3)oc2C)cc1 (stereo not given),19,-15,-2,3.5,0,-0.1,4,-2,4
CCn1c(N)c(C(=O)NCCCOC)sc1=S,-5,-9,-21,1.8,0,0.2,-1,2,-7
CCc1cc2c(=O)[nH]c(Cc3ccc(OC)cc3)nc2s1,2,-2,6,-0.4,-2,-0.3,-5,3,0
COc1cccc(C(=O)CC(=O)C(=O)Nc2cc(OC)c(OC)c(OC)c2)c1,-6,-15,-15,4.1,2,0.2,5,-2,-5
CC1(C)CC(=O)C/C(=N/NC(=O)c2ccc(-c3ccccc3)cc2)C1,-10,-3,-1,1.0,4,-0.1,1,7,18
CC1(C)C2CCC(C2)C1(C)NC(=O)CNC1CCCCC1 (stereo not given),2,22,1,-0.5,1,0.0,-3,1,-3
CNC(=O)CSc1nnc(-c2ccccc2)n1C,-2,-5,0,2.7,0,0.0,2,-1,1
CCC(C)NC(=O)c1ccc(COc2ccccc2Cl)cc1 (stereo not given),0,-7,6,4.5,2,-0.2,-6,-1,14
CC(Sc1nn(-c2ccc(F)cc2)c(=S)s1)C(=O)c1c(N)n(C)c(=O)n(C)c1=O (stereo not given),-4,-10,1,0.6,-2,0.0,-2,-1,4
COCCN(C(=O)c1ccc(C#N)cc1)c1c(N)n(Cc2ccccc2)c(=O)[nH]c1=O,nt,-17,nt,0.5,nt,-0.1,1,nt,19
Cc1ccccc1NC(=O)CSc1ccc(-c2ccc(-n3cccn3)cc2)nn1,-2,3,-6,2.1,0,-0.1,4,4,3
CCCCC1CCC(C(=O)N(CC(C)C)c2c(N)n(CCCC)c(=O)[nH]c2=O)CC1 (stereo not given),0,-3,2,1.3,2,0.1,-4,3,13
COc1ccc2c(c1)CCCN2S(=O)(=O)c1ccc(Cl)cc1,4,-15,-10,5.1,1,0.0,2,0,8
Cc1ccc(C)c(OCC(=O)Nc2ccc(N3CCOCC3)cc2N2CCOCC2)c1,nt,4,nt,3.5,nt,0.5,-3,nt,16
O=C(O)c1ccc(CNCc2ccccc2Cl)cc1,-11,-10,-5,3.6,1,0.1,1,1,-1
CC1CN(Cc2csc(-c3ccc(Cl)cc3)n2)CC(C)O1 (stereo not given),-1,1,4,0.8,2,-0.1,-3,-5,14
Cc1csc(NC(=O)c2cnc3ccccc3n2)n1,4,6,-7,0.3,7,0.1,-2,5,11
CSc1ncccc1C(=O)Nc1nc2ccc(F)cc2s1,1,4,12,1.5,-2,-0.1,5,-1,-13
O=C(Oc1ccccc1)c1ccc2nccnc2c1,1,3,-8,4.9,-2,0.2,-4,0,17
CCC(Oc1ccccc1)C(=O)Nc1ccc(S(=O)(=O)Nc2cnc3ccccc3n2)cc1 (stereo not given),6,-18,-21,2.7,4,0.0,-4,-1,-8
COc1ccc2cc(C(=O)C3CCCN(C(=O)c4cc(=O)n(C)c(=O)n4C)C3)ccc2c1 (stereo not given),4,-3,-13,2.1,0,0.3,-3,1,23
CCN1CCN(c2ccc(NC(=O)c3cc4ccccc4cc3OC)cc2C)CC1,nt,18,nt,1.6,nt,0.0,2,nt,-34
COCCNC(=O)C(c1ccc(C)o1)N(Cc1cccs1)C(=O)c1snc(C(N)=O)c1N (stereo not given),-4,7,10,-0.3,-2,0.0,-1,1,26
COc1cccc(-c2nc(CS(=O)(=O)CC(=O)NCCCc3ccccc3)c(C)o2)c1,-9,0,8,1.0,3,-0.3,0,-3,-13
Cc1ccc(C(=O)N2CCC3(CC2)Oc2ccc(F)cc2C(=O)C32CC(c3ccccc3)=NO2)s1 (stereo not given),23,4,6,0.8,1,3.2,-1,-3,1
CCOC(=O)c1cnc2c(F)ccc(F)c2c1Sc1ccccc1,1,10,2,-1.0,-1,0.0,0,-1,-6
Cc1cccc(NC(=O)CCn2cnnn2)c1,-7,6,-7,-5.9,0,0.1,4,3,1
O=S(=O)(c1ccc(SCc2ccccc2)nc1)N1CCCC1,nt,1,nt,0.8,nt,-0.1,-2,nt,6
CC(=O)Nc1ccc(Nc2cc(C)nc3c(-c4ccc(Cl)cc4)cnn23)cc1,-11,-6,-7,6.2,-2,-0.5,3,1,20
NC(=O)CCC(NS(=O)(=O)c1ccc(Cl)cc1)C(=O)NCc1ccc(Cl)cc1 (stereo not given),-3,-5,-3,3.4,1,-0.1,0,7,-5
CCOc1cc(/C=C2\C(=N)N3N=C(N4CCCCC4)SC3=NC2=O)ccc1OC(=O)c1ccco1,10,1,-2,3.8,0,0.1,10,11,51*
CCOc1cc(NC(=S)NCCCN2CCOCC2)c(OCC)cc1NC(=O)c1cccc(F)c1,-3,-2,3,2.5,-3,0.0,-1,-3,16
COc1ccc2oc(=O)c(C(=O)C[n+]3cccc(C)c3)cc2c1,1,21,-7,1.1,-2,0.0,1,0,1
Cc1csc2nc(CNC(=O)c3ccco3)cn12,-5,0,-21,-0.1,-3,0.1,-4,0,12
COc1ccc(NC(=O)COc2ccccc2)cc1NC(=O)c1ccco1,17,1,-2,-0.2,2,-0.1,-3,3,0
CCOc1cc(/C=C2\SC(=NC)N(C)C2=O)c(Br)cc1OC(C)=O,-12,-14,-9,-1.0,-2,-0.1,-7,9,-2
O=c1[nH]c(/C=C\c2ccccc2F)nc(O)c1[N+](=O)[O-],17,20,7,-0.2,4,-0.1,1,-7,-3

# Looked up above:
# COc1ccc(NC(=O)COc2ccccc2)cc1NC(=O)c1ccco1 – EBNA-1 inhibitor: -2
# COc1ccc2cc(C(=O)C3CCCN(C(=O)c4cc(=O)n(C)c(=O)n4C)C3)ccc2c1 (stereo not given) – PP1 counter: -3

# The listing continues.
SMILES,core dimer inh,ZTA DNA inh,EBNA-1 inhibitor,PP5 inh,Fh CTSL1 inh,Efflux pump mplx,PP1 counter,TPT1 inhibitor,PREPL inh
CCC(=O)c1ccc(-c2ccccc2)cc1,0,-12,-11,1.4,1,0.1,-1,-1,-32
Cc1onc(-c2ccccc2Cl)c1C(=O)N1CCN(C(=O)c2ccco2)CC1,-3,-7,10,-1.0,-1,-0.1,-1,-7,7
COCc1cc(C)nc(SCC(=O)Oc2ccc(Cl)cc2)c1C#N,6,16,2,-0.5,0,0.1,0,3,27
CC1CC(C)CN(C(=O)c2ccc3c(=O)n(Cc4ccc5c(c4)OCO5)c(=S)[nH]c3c2)C1 (stereo not given),10,-9,-4,11*,-4,0.0,14,-7,-11
COC(=O)c1ccc(NC(=O)c2ccc3nccnc3c2)cc1,-4,-7,-7,1.9,-2,0.2,0,0,9
CCOc1ccc(N(CC(=O)N/N=C/c2cc(Br)c(C)o2)S(C)(=O)=O)cc1,11,10,2,3.6,3,-0.1,-2,-6,4
COc1ccc(CNC(=O)Cn2nc(C(F)(F)F)c3c2CCC3)cc1,2,-4,-18,4.4,-2,0.1,-5,1,17
Cc1ccc(S(=O)(=O)NCc2ccccc2)cc1C(=O)NCC(C)(C)N1CCOCC1,-2,6,-15,1.3,0,0.1,0,1,0
CCC(=O)N1CCN(c2ccc(Cl)cc2NC(=O)c2ccc(N3CCCC3)c([N+](=O)[O-])c2)CC1,13,-15,8,5.2,4,0.1,-2,-1,12
O=C(CN1CCCN(S(=O)(=O)c2ccc(Br)s2)CC1)Nc1ccc(Cl)cc1,0,-20,-8,6.1,-1,-0.1,5,-3,-38
C[C@@H](NC(=O)[C@@H]1Cc2ccccc2CN1)C(=O)Nc1ccc2c(c1)OCCO2,-15,7,-18,2.4,-4,0.4,12,1,9
COc1cccc(/C=C/C(=O)OCC(=O)N2CCN(S(=O)(=O)c3ccc(Cl)cc3)CC2)c1,5,4,11,-0.7,-14,-0.2,-1,-3,16
Cc1nc(-c2ccc(S(=O)(=O)N3CCN(CCc4ccccc4)CC3)s2)cs1,1,-1,6,3.2,-2,-0.1,-1,0,0
O=C(CCCC(=O)N(CC(=O)NC1CCCC1)Cc1ccccc1Cl)Nc1ccccn1,-3,3,-2,4.5,-1,0.2,-3,5,15
CC(C)C(=O)NC(=S)Nc1ccc(CN2CCOCC2)cc1,12,-11,4,1.5,1,-0.1,-2,0,-2
Cc1cccc(NC(=O)c2oc3c(c2C)C(=O)CC(C)(C)C3)n1,-2,-9,-9,1.9,5,0.0,-3,-3,1
Cc1c(C)n(CCC(=O)O)c2ccccc12,0,4,0,-1.0,0,-0.1,-5,-9,-5
CC(/C=C/c1ccccc1)=N\NC(=O)c1cc(C)nc2ccccc12,-3,5,-4,3.1,3,0.3,-2,3,7
CCn1c(SCc2ccc(C#N)cc2)nnc1-c1ccc(S(=O)(=O)N2CCCCC2)cc1,2,1,1,2.3,1,0.0,-3,-3,17
CCCCn1c(N)c(N(CC(C)C)C(=O)CCC2CCCCC2)c(=O)[nH]c1=O,-1,-8,-4,2.9,-2,-0.3,1,-5,7
CC1(C)CC(=O)c2cnc(NC(=O)CCc3ccccc3)nc2C1,-4,-3,9,2.8,1,-0.1,-1,1,0
CC(C)c1ccc(NC(=O)C2CCN(S(C)(=O)=O)CC2)cc1,3,-5,8,-0.5,0,0.0,-3,-6,6
CC(NC(=O)c1ccccc1)c1nnc(SCC(=O)NC2=NCCS2)n1C (stereo not given),1,1,0,-0.8,-3,0.0,-2,0,0
O=c1c(Cc2ccc(F)cc2)c(O)ccn1Cc1ccco1,-5,-15,-1,-3.5,-5,-0.2,-6,-2,9
CNC(=O)/C(C#N)=C/c1cn(CC(=O)NCc2ccco2)c2ccccc12,-4,12,12,1.2,3,-0.2,3,-3,1
C=CCNc1oc(-c2ccc(OC)cc2)nc1C#N,-1,-15,6,6.6,2,-0.1,-3,-1,11
CCc1nnc(NC(=O)[C@@H](NC(=O)c2cccc(S(=O)(=O)N3CCOCC3)c2)C(C)C)s1,-1,10,3,-0.3,0,0.0,0,1,7
O=C(NCc1ccccn1)C1CC(c2ccc(F)cc2)=NO1 (stereo not given),-4,-5,-1,2.3,1,0.0,-2,-1,-4
O=C(CC1SC(=Nc2ccccc2)N(CCc2ccccn2)C1=O)Nc1ccc(F)cc1 (stereo not given),-1,-10,-20,7.5,-4,0.2,-2,0,14
OC(CNCc1ccco1)Cn1c2ccccc2c2ccccc21 (stereo not given),-12,-6,-5,3.4,-9,0.5,-8,-3,-19
CN(C(=O)c1ccc(COc2ccccc2Br)o1)c1ccccc1,17,15,3,3.2,1,0.0,13,3,-3
N#Cc1ccccc1S(=O)(=O)N1CCN(CC(=O)Nc2ccccc2C(=O)NC2CC2)CC1,nt,3,nt,-0.6,nt,-0.8,-1,nt,3

# Part of the list above with just PP1 counter:
compound | PP1 counter
O=C(O)c1ccc(CNCc2ccccc2Cl)cc1 | 1
CCC(=O)c1ccc(-c2ccccc2)cc1 | -1
CNC(=O)CSc1nnc(-c2ccccc2)n1C | 2
CC(=O)Nc1ccc(Nc2cc(C)nc3c(-c4ccc(Cl)cc4)cnn23)cc1 | 3
